Assay outcomes as filed in PubChem BioAssay.
BRCT PPI green: qHTS Assay for Inhibitors of BRCT-Phosphoprotein Interaction (Green Fluorophore) | BRCA1 BRCT-phosphopeptide binding, green fluorescence polarization | AID 875, 2007 | 0.05% of 75,000 active | Breast cancer type 1 susceptibility protein (Homo sapiens), P38398 | Potency, µM (highest dose often 76.9 µM), for inactives: at the highest dose activity change, negative = inhibition, most hits filed as inhibitors;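 also: potency is read from the fitted curve at half-maximal effect; plate controls were peptide without protein for full effect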
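Compounds were incubated for 12 min at room temperature with a complex of 100 nM fluorescein-tagged pBACH1 decapeptide and 250 nM His-tagged BRCT protein. Buffer was phosphate pH 7.3 with EDTA, DTT and Tween 20. Disruption of binding lowers the polarization signal.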
A350 autofl: qHTS Assay for Spectroscopic Profiling in A350 Spectral Region. Compound autofluorescence, 340/450 nm, Alexa 350 dye-equivalents; hits give high values. max dye-equivalent concentration, M. 11% of 59,000 active. AID 590, 2007; in the data active = max dye-equivalent concentration above about 10 nM; inconclusive = mostly about 1.1 nM to 9.6 nM
USP2a inh: qHTS Assay for Inhibitors of Ubiquitin-specific Protease USP2a. Ubiquitin carboxyl-terminal hydrolase 2 (Homo sapiens), O75604. USP2a enzymatic assay, qHTS inhibition. Potency, µM (doses to about 38.3 µM), for inactives: top-dose activity change, negative = inhibition, actives largely listed as inhibitors. 0.1% of 60,000 active. AID 927, 2007;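 also: potency is read from the fitted curve at half-maximal effect; nearly all actives have a fitted effect of over 60% in size; plate controls were DMSO for no effect and NEM full inhibition control for full effect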
Target sequence (O75604 whole entry, looked up): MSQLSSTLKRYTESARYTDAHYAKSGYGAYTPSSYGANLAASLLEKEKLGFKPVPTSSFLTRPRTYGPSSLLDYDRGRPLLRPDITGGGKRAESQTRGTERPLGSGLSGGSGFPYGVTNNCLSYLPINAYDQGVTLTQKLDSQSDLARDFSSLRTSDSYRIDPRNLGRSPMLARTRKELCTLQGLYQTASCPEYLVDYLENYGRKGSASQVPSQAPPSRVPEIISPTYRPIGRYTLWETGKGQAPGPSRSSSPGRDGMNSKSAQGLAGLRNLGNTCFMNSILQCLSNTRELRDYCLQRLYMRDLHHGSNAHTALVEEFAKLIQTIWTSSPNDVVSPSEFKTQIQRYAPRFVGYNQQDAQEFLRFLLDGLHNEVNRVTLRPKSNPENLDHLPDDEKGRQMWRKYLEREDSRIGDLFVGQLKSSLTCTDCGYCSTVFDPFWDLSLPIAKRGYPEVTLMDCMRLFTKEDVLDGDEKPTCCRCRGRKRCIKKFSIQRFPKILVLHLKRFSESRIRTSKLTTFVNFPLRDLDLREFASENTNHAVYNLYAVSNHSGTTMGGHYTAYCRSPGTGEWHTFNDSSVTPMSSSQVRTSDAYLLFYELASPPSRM
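USP2 core (20 nM final) was preincubated with compound for 30 min at RT in 20 mM Tris-HCl pH 8.0, 2 mM CaCl2, 2 mM beta-mercaptoethanol; Ub-PLA2 (20 nM) plus NBD C6-HPC (20 uM) then added, fluorescence read after 2.5 h.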
Fluorescein fluor: qHTS Assay for Spectroscopic Profiling in Fluorescein Spectral Region | max fluorescein-equivalent concentration, M | 0.91% of 59,000 active | Compound autofluorescence, 480/540 nm, fluorescein-equivalent; hits give high values | AID 593, 2007; in the data active = max fluorescein-equivalent concentration above about 10 nM; inconclusive = between about 1.1 nM and that limit
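Normalized response (dye-equivalent concentration) derives from comparing each well's 540 nm emission, under 480 nm excitation, with plate-resident fluorescein standards. Compounds were held in 100 mM Tris, pH 8.0, for 15 min at room temperature.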
Ub-GFP proteasome: Ubiquitin-GFP Assay; 67,000 tested, under 10 active; AID 526, 2006; Potency, µM (titrated, usually from 45.9 µM), for inactives: at the highest dose activation (GFP accumulation), actives largely listed as activators; Ubiquitin-GFP reporter cells, proteasome inhibition, GFP fluorescence; response scale: untreated = 0%, 10 µM MG-132 = 100%; active = well fitted activation curve with a large enough effect, not every such curve was filed as active; inconclusive = small, poorly fitted or top-dose-only effect, or another doubt; inactive = no such curve, though single readings can be large or run the other way; also: potency is read from the fitted curve at half-maximal effect
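U2OS cells stably expressing ubiquitin(G76V)-GFP, seeded overnight in 0.5% FBS medium, were exposed to compounds (qHTS, 46 uM to 2.9 nM) for 4 hr at 37 °C. GFP-positive cells were counted by laser cytometry (488 ex/515 em), normalized between basal and 10 uM MG-132.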
GFP derepression: qHTS Assay for Epigenetic Modulators. 0.09% of 68,000 active. mouse C127i GFP locus derepression, cytometry, 30 h. Potency, µM (highest dose often 46.1 µM), for inactives: top-dose GFP derepression (activation); also: % of control where 0% means no effect
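Murine C127i mammary cells carrying a silenced, stably integrated CMV-driven GFP reporter were treated with compound for 30 hours at 37 C. After PBS washes, GFP-positive cells were counted by laser-scanning microplate cytometry.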
4-MU autofl: qHTS Assay for Spectroscopic Profiling in 4-MU Spectral Region. compound autofluorescence, 340/450 nm, 4-MU equivalents; hits give high values. max dye-equivalent concentration, M. 11% of 59,000 active. AID 589, 2007; in the data active = max dye-equivalent concentration above about 10 nM; inconclusive = mostly about 1.1 nM to 9.6 nM
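Compounds in 100 mM Tris, pH 8.0, incubated 15 min at room temperature, then fluorescence read at 340 nm excitation/450 nm emission. Signal converted to 4-MU dye-equivalent concentration using an on-plate six-point 4-MU standard curve.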
Caspase-7 inhib: qHTS Assay for Allosteric/Competitive Inhibitors of Caspase-7; recombinant caspase-7, Ac-DEVD-AFC fluorescence rate; Potency, µM (doses to about 57.5 µM), without a hit: at the highest dose activity change, negative = inhibition, hits mostly inhibitors; 0.02% of 75,000 active; P55210; AID 889, 2007; active = well fitted inhibition curve with a large enough effect in the main read-out, with a control signal flat, not every such curve was filed as active; inconclusive = small, poorly fitted or top-dose-only effect, or a change in a side signal; also: potency is read from the fitted curve at half-maximal effect; % of control where 0% means no effect
Caspase-1 inhib: qHTS Assay for Allosteric/Competitive Inhibitors of Caspase-1; AID 900, 2007; P29466; 0.03% of 75,000 active; Potency, µM (series often up to 57.5 µM), without a hit: at the highest dose activity change, negative = inhibition, hits mostly inhibitors; Caspase-1 enzyme, Ac-WEHD-AFC fluorogenic rate;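 also: potency is read from the fitted curve at half-maximal effect; plate controls were vehicle for no effect and no substrate for full effect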
Target sequence (P29466 120-297 limits assumed): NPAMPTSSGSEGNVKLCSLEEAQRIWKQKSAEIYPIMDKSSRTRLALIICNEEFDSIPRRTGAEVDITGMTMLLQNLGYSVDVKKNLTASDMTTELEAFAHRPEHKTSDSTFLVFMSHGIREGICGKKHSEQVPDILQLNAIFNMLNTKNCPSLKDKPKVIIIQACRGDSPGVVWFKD
Target sequence (P29466 317-404 limits assumed): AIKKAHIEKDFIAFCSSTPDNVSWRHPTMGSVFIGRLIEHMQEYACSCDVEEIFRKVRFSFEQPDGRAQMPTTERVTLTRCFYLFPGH
HEK293 cAMP ctrl: qHTS Assay for Agonists of the Thyroid Stimulating Hormone Receptor: Activators of Intracellular cAMP Concentrations in Parental HEK 293 | 2.5% of 73,000 active | parental HEK293 CNG cAMP sensor, membrane potential fluorescence | Potency, µM (highest dose often 57.1 µM), for inactives: at the highest dose activation, actives largely listed as activators; also: potency is read from the fitted curve at half-maximal effect; % of control where 0% means no effect; nearly all actives have a fitted effect of over 55% in size
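Parental HEK 293 cells stably expressing a modified CNG channel (no TSHR) report cAMP rise as membrane depolarization. Membrane potential dye with 100 uM RO 20-1724 was loaded for 60 min at room temperature, then compound added for 30 min; fluorescence read at 590 nm.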
BRCT PPI red: qHTS Assay for Inhibitors of BRCT-Phosphoprotein Interaction (Red Fluorophore). Breast cancer type 1 susceptibility protein (Homo sapiens), P38398. BRCT-phosphopeptide binding, red fluorescence polarization. Potency, µM (titrated, usually from 76.9 µM), for inactives: top-dose activity change, negative = inhibition, most hits filed as inhibitors. 0.03% of 75,000 active; also: % is scaled to controls: 0 for no effect and ±100 for the full control effect
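Fluorescence polarization: 100 nM His-tagged BRCA1 BRCT with 100 nM TAMRA-labelled phospho-BACH1 decapeptide, phosphate buffer pH 7.3 with 150 mM NaCl, DTT, 0.01% Tween 20; 12 min RT. Binding inhibition seen as FP decrease.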
* hit, by the source's call; i = inactive; ? = inconclusive; nt = no result given; [ ] = dose if it differs, or a comment. Unless noted, calls follow the shape of the dose curve; as a rule, active = well fitted curve in the direction sought with a large enough effect; inconclusive = small, poorly fitted or top-dose-only effect, or another doubt; inactive = no such curve, though single readings can be large; an effect the other way counts as inactive or inconclusive. These rows are one share of the data, so the mix of outcomes need not match the whole.

Order of results – USP2a inh	Ub-GFP proteasome	Caspase-7 inhib	HEK293 cAMP ctrl	BRCT PPI red	Caspase-1 inhib	A350 autofl	BRCT PPI green	GFP derepression	Fluorescein fluor	4-MU autofl
> CCCCCNC(=O)CCCCn1c(=O)[nH]c2cc(OCC)c(OCC)cc2c1=O
  13%	5%	-2%	-7%	0.9%	0%	?	-2.0%	0%	i	i
> CCc1ccc(OCc2ccc(C(=O)NCc3ccccn3)o2)cc1
  6%	9%	1%	?	-0.2%	-1%	i	-1.0%	2%	i	i
> CS(=O)(=O)Nc1cccc(-c2nccc(NCc3cccs3)n2)c1
  70%[activator]	4%	-1%	4%	0.6%	-4%	i	-1.8%	0%[9.22 µM]	?	i
> COc1ccc(-n2cnc3c(cnn3CCC#N)c2=N)cc1
  -3%	1%	-1%	-3%	1.0%	-1%	i	-2.2%	1%	?	i
> Cc1cc(C)c(C)c(OCC(=O)NCCN(C)C)c1
  -1%	-18%	0%	16%	-1.0%	0%	nt	-2.2%	-6%	nt	nt
> CCC1CCCCN1CCCn1c(=S)[nH]c2ccccc2c1=O (stereo not drawn)
  -7%	4%	-1%	9%	-1.6%	2%	i	-8.0%	-2%	?	i
> Cc1ccc(OCC(=O)N2CCN(C(=O)Cc3ccccc3)CC2)cc1
  9%	19%	-1%	5%	-1.8%	1%	nt	-0.9%	3%	nt	nt
> Cc1ccc(-c2nc(N)n(C(=O)Cc3ccccc3)n2)cc1
  6%	-8%	0%	20%	0.3%	-1%	i	3.0%	3%	i	i
> CC1(C)Cc2c(c(-c3ccco3)nc3n[nH]c(N)c23)CO1
  2%	11%	-4%	0%	-2.2%	-2%	i	1.8%	0%	?	i
> COC(=O)C(CC(C)C)NC(=O)c1ccc(F)cc1 (stereo not drawn)
  -2%[7.66 µM]	2%[9.17 µM]	0%	4%[11.4 µM]	-0.6%	0%	nt	-2.0%	5%	nt	nt
> CCn1cc(NC(=O)Nc2ccccc2C(=O)OC)c(C(N)=O)n1
  13%	-6%	-1%	4%	0.5%	-1%	i	0.6%	8%	i	i
> CN1C(=O)OC2(C)CCc3ccccc3C12C (stereo not drawn)
  -2%	7%	-1%	-1%	0.3%	1%	i	-2.2%	6%	i	i
> CC(=O)NCCc1cc2cc(C)c(C)cc2[nH]c1=O
  8%	0%	0%	1%	0.1%	0%	?	0.5%	10%	i	i
> COC(=O)CSc1nsc(SCC(=O)OC)c1C#N
  0%	-6%	1%	?	-4.8%	-1%	i	1.8%	-2%	?	i
> COc1ccc(-n2c(Cc3cccn3C)nnc2SCC(=O)Nc2ccccc2C)cc1
  nt	-6%	-2%	5%	0.9%	-2%	nt	-2.5%	nt	nt	nt
> CC1(C)C(O)CC[C@]2(C)C1CC[C@@]1(C)C2C(=O)C=C2[C@@H]3C[C@@](C)(C(=O)O)CC[C@@]3(C)CCC21C (stereo partly drawn)
  13%	nt	-7%	nt	-0.9%	0%	nt	0.0%[3.08 µM]	nt	nt	nt
> Cn1nnnc1SCc1cn2cccnc2n1
  -3%	-3%	0%	2%	0.6%	-2%	1.9e-07M*	1.2%	-1%	i	2e-07M*
> COC(=O)c1c(C)oc2ccc(OC(=O)c3cccs3)cc12
  -20%	-4%	-5%	?	-2.1%	-18%	nt	0.3%	-3%	nt	nt
> O=S(=O)(c1cccc(C(F)(F)F)c1)N(CCCN1CCOCC1)Cc1cccs1
  25%	-1%	0%	23%	0.5%	1%	?	-1.7%	-3%	i	i
> Cc1ccc(NC(=O)CCn2cccc2)cc1Cl
  nt	nt	1%	25%	-0.3%	-2%	nt	-0.7%	nt	nt	nt
> CCOc1ccc(N(Cc2cc3cc(OC)ccc3[nH]c2=O)S(C)(=O)=O)cc1
  5%	-8%	-1%	7%	-0.5%	-2%	i	-1.5%	-2%	i	i
> Cc1ccc(CN2C(=O)CCC2C(=O)NC2CC2)cc1 (stereo not drawn)
  1%	3%	0%	19%	-1.1%	0%	i	0.0%	4%	?	i
> COc1ccc(N2CCN(C(=O)c3ccc(C)cc3Cl)CC2)cc1
  9%	25%	-1%	12%	-0.1%	-1%	i	0.9%	0%	i	i
> Cn1c(=O)c(-c2ccccc2)nc2cncnc21
  6%	-4%	-11%	4µM*	0.8%	-6%	i	-1.3%	0%[9.22 µM]	i	i
> CC(=O)Nc1ccc(NC(C)=O)s1
  nt	-6%	0%	-1%	-1.4%	2%	nt	-4.2%	-2%	nt	nt
> CCn1c(SC)nnc1-c1nnc(SC)n1CC
  -4%	-1%	0%	3%	-0.4%	0%	i	-0.3%	3%	i	i
> COCc1nnc(NC(=O)CCCCCN2C(=O)c3ccccc3C2=O)s1
  7%	3%	0%	2%	-1.6%	1%	i	-1.9%	3%	?	i
> CC1=C(C(=O)N(C)C)C(c2cccc(Cl)c2)NC(=O)N1 (stereo not drawn)
  -6%	-5%	-7%	11%	-1.3%	1%	i	-4.3%	2%	?	i
> N#CC1=C(SCc2ccccc2)NC(=O)C(C#N)C12CCCC2 (stereo not drawn)
  nt	7%	0%	32µM*	0.4%	-1%	i	0.5%	3%	i	i
> Cc1noc(C)c1C(=O)N1CCC2(CC1)CN(C(=O)Nc1cccc(F)c1)C2
  0%	0%	2%	1%	-1.1%	-1%	i	-2.8%	2%[9.22 µM]	?	i
> Cn1c(SCc2nc(-c3ccc(Cl)cc3)no2)nnc1-c1ccco1
  nt	11%	-1%	29%	0.2%	-5%	nt	1.3%	nt	nt	nt
> C=CCn1c(NCCc2ccccc2)nc2c1c(=O)n(C)c(=O)n2C
  10%	nt	-1%	26%	-0.4%	-2%	i	-2.6%	-2%	?	i
> CC1CC(C(O)c2ccccn2)C(=O)C(C(O)c2ccccn2)C1 (stereo not drawn)
  -9%	14%	-1%	3%	-0.9%	0%	i	-1.3%	-2%	i	i
> Cc1ccc(C)n1-c1ccc2c(c1)COC2=O
  1%	13%	0%	4%	0.9%	0%	i	-4.0%	-2%	i	i
> CCOC(=O)c1cc2sc(C)cc2n1CC(=O)N1CCOCC1
  -5%	0%	2%	20%	-1.9%	0%	i	-2.1%	0%	i	i
> Cc1ccccc1Cn1c(=O)n(Cc2ccco2)c(=O)c2ccccc21
  9%	14%	-3%	?	1.4%	-3%	i	-2.3%	0%	i	i
> O=C(NCCc1ccc(Cl)cc1)c1cnc2n(c1=O)CCS2
  nt	1%	0%	13%	1.6%	-2%	nt	-0.1%	nt	nt	nt
> N#Cc1cccc(NC(=O)CCC2CCCC2)c1
  -5%	-9%	0%	11%	0.4%	1%	i	0.9%	-2%	i	i
> Cc1occc1C(=O)Nc1ccc2c(c1)OCO2
  -1%	-11%	-1%	-10%	0.4%	-1%	i	-1.0%	-3%	i	i
> CC(=O)Nc1ccc(S(=O)(=O)Nc2cc(C)c(-n3nc4ccccc4n3)cc2O)cc1
  47%[activator]	2%	-3%	-4%	0.2%	-5%	i	-1.1%	-3%	i	i
> CCCc1nc(SCC(=O)Nc2cc(C)on2)c2ccccc2n1
  0%	2%	0%	-13%	-0.4%	-1%	?	-4.9%	0%	i	i
> O=S(=O)(NCc1cn2ccsc2n1)c1ccc2c(c1)OCCO2
  -1%	-4%	0%	-3%	-1.7%	-1%	i	-1.8%	2%	i	i
> COc1ccccc1N(CC(=O)Nc1ccccc1C(=O)NCC(C)C)S(C)(=O)=O
  8%	-4%	0%	11%	-0.2%	-1%	i	-5.0%	0%	i	i
> COC(=O)c1c(-c2cccs2)csc1NC(=O)c1cccnc1
  2%	-4%	-16%	?	1.6%	-11%	?	-1.5%	-3%	i	1.1e-08M*
